Compound activity (PubChem BioAssay)
Pf Dd2 inh: inhibitors of Plasmodium falciparum Dd2 growth | P. falciparum Dd2 growth, SYBR Green, 72 h | Potency, µM (top dose mostly 28.9 µM), without a hit: at the top dose activity, negative = inhibition, usual class: inhibitors | 120,000 tested, 4.3% active | AID 1347417; active means well fitted inhibition curve with a large enough effect; inconclusive means small, poorly fitted or top-dose-only effect; inactive means no such curve, though single readings can be large or run the other way;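 further: plate controls were DMSO vehicle for no effect and reference drug for full effect; nearly all actives have a fitted effect of over 65% in size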
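Infected erythrocytes (Dd2, 0.3% parasitemia, 2.5% hematocrit final) are added to compound in RPMI-1640/Albumax II medium, grown 72 h at 37C in low oxygen, then lysed with saponin/Triton-X containing SYBR Green and read by fluorescence.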
Starred values were filed as active, the others as inactive; i = inactive; u = inconclusive; [ ] = remark or other dose. Potency means the concentration at half of the fitted maximal effect. An excerpt; count on the stated rates, not on these rows.

No.	Structure	Pf Dd2 inh
1	COc1cccc(CNC(=O)C2CCN(c3cn[nH]c(=O)c3)C2)c1OC (stereo not drawn)	-20%
2	CC1(CCCCc2ccccc2)COc2ccc(C(=O)NC3CCOCC3)cc2N1 (stereo not drawn)	-25%[44.1 µM]
3	COCC1CN(C)CC12CCN(S(=O)(=O)c1cccs1)CC2 (stereo not drawn)	3.5µM*
4	Cc1ccc2c(c1)CC(C)N2S(=O)(=O)c1nnc(NC(=O)CC(C)C)s1 (stereo not drawn)	i
5	O=C(CC1CCCCN(Cc2ccccc2)C1=O)Nc1ccc(F)cc1F (stereo not drawn)	-3%
6	Cn1c(C(=O)Nc2cccc(C(F)(F)F)c2)cc2c(=O)n3ccccc3nc21	-9%
7	COc1cc(SC)ccc1C(=O)N[C@@H]1C=C(C(=O)N[C@H](Cc2ccccc2)C(N)=O)C[C@@H](O)[C@@H]1O	21%
8	O=C(Nc1cccc(-c2cscn2)c1)C1CCN(C(=O)C2CCCO2)CC1 (stereo not drawn)	-16%
9	Cc1noc(C)c1CN1CCNc2cc(Nc3cccnc3)ncc2C1	-24%[44.1 µM]
10	CC1=NOC2(CCN(Cc3ccc(C(F)(F)F)cc3)C2)C1 (stereo not drawn)	i
11	CCOC(=O)N1CCc2c(sc3c2c(=O)n(-c2ccc(CC)cc2)c(=O)n3Cc2cccc(Cl)c2)C1	-26%
12	CC(C)(C)OC(=O)N1CCC(c2c(C(=O)N3CCCCC3)cnn2-c2ccc(Cl)cc2)CC1	u
13	COCCOc1ccnc(-c2noc([C@@H]3CCCN3C3CCN(C(C)=O)CC3)n2)c1	-17%[44.1 µM]
14	N#Cc1cccc(NC(=O)O[C@@H]2CO[C@H]3[C@@H]2OC[C@@H]3n2nnnc2-c2ccc(-c3ccccc3)cc2)c1	2%
15	CCOCCCn1c(SCC(=O)Nc2cc(C)ccc2C)nc2c(oc3ccccc32)c1=O	20%
16	CN1C[C@@H](NC(=O)Nc2ccccc2)C[C@H]1c1nc(-c2ccccc2)no1	u
17	CCOc1ccccc1CNC(=O)c1c(C)noc1-c1ccc2c(c1)OCO2	i
18	COC1C(=O)N(c2cccc(F)c2)C12CCNCC2 (stereo not drawn)	u
19	CCCn1c(C)c(CC(=O)N(C)Cc2cccnc2)c2c1CC(C)(C)CC2=O	u
20	CC(C)CC(=O)N1CCC(N2CC3CC(C2)[C@H]2CCCC(=O)N2C3)CC1 (stereo partly drawn)	-5%
21	CC1CN(C(=O)N2CCC(C(=O)NCc3ccco3)CC2)c2ccccc2O1 (stereo not drawn)	-6%
22	Cc1ccnc(NS(=O)(=O)c2ccc(NC(=O)c3cc(=O)c4ccc(C)c(C)c4o3)cc2)n1	12%
23	COc1ccc(CCNc2nc3c(c(=O)n(C)c(=O)n3C)n2Cc2ccc(F)cc2)cc1OC	u
24	N#Cc1ccc(S(=O)(=O)N2CCCCCCNC(=O)CC2c2ccccc2)cc1 (stereo not drawn)	u
25	O=c1c2oc3ccccc3c2n(Cc2ccccc2F)c(=O)n1Cc1ccco1	-12%
26	O=C(COc1ccccc1)NCC(c1cccs1)S(=O)(=O)c1ccc(Cl)cc1 (stereo not drawn)	22%
27	O=C(CC(c1cccc(F)c1)c1cn(Cc2ccccc2)c2ccc([N+](=O)[O-])cc12)N1CCCC1 (stereo not drawn)	u
28	COCc1noc([C@@H]2CC(F)(F)CN2C(=O)c2cccc(C#N)c2)n1	13%
29	CS(=O)(=O)NC[C@H]1C[C@@H]2CCN1C[C@@H]2CN1CCc2ccccc2C1	-16%[44.1 µM]
30	CCc1ccc(S(=O)(=O)c2nnn3c2nc(N2CCN(CC)CC2)c2sccc23)cc1	u

3 records drawn at random from the list so far, as already listed:
No.	Structure	Pf Dd2 inh
24	N#Cc1ccc(S(=O)(=O)N2CCCCCCNC(=O)CC2c2ccccc2)cc1 (stereo not drawn)	u
25	O=c1c2oc3ccccc3c2n(Cc2ccccc2F)c(=O)n1Cc1ccco1	-12%
19	CCCn1c(C)c(CC(=O)N(C)Cc2cccnc2)c2c1CC(C)(C)CC2=O	u

(further entries)
No.	Structure	Pf Dd2 inh
31	COc1ccc(C(=O)Nc2nc3n(n2)C(c2ccc(F)cc2)C=C(c2ccc(Cl)cc2)N3)cc1 (stereo not drawn)	5µM*
32	O=C(C1[C@H]2CNC[C@@H]12)N1CCC(c2nccn2Cc2ccncc2)CC1 (stereo partly drawn)	-3%
33	CCN(CCCNC(=O)c1cc2c(Cl)nc3ccccc3c2s1)Cc1ccccc1	u
34	COc1ncc(-c2ccnc(-c3nnc(C)n3CCc3ccccc3)c2)cn1	-27%[44.1 µM]
35	Cc1ccccc1CC(=O)Nc1ccc2ncnc(N3CCCCC3)c2c1	i
36	CCOc1ccccc1NC(=O)c1ccc2c(Cl)c3c(nc2c1)CCCC3	14%
37	COCCn1c(C)cc(C(=O)N2C[C@@H](CO)[C@H](c3ccccn3)C2)c1C	12%
38	CC(C)(C)C1CCc2nc(NC(=O)c3cccc(Cl)c3)sc2C1 (stereo not drawn)	u
39	O=C(CC1CCCC1)N1CC[C@@H]2COCCN(Cc3ccccc3)[C@@H]2C1	u
40	CC(=O)N1C[C@@H](C(=O)NCc2ccc(F)c(Cl)c2)[C@H](c2nc(C)no2)C1	-12%
41	COc1ccccc1CNc1ncnc2onc(-c3ccc(F)cc3)c12	45%[activator]
42	Cc1cc(=O)n(CC(=O)Nc2ccc3c(c2)OCCO3)c(-c2ccc(Cl)cc2)n1	i
43	Cc1ccc(NC(=O)Cn2nc(C)c3nn(-c4ccc(Cl)cc4)c(C)c3c2=O)cc1F	48%[activator]
44	CCCn1cc(CN2C[C@@H]3C(=O)N(Cc4ccc5c(c4)OCO5)C(=O)[C@@H]3C2)c2ccccc21	i
45	COc1cccc(-c2cccc(C(=O)N3C[C@H](CO)C[C@H](CN(C)C)C3)c2)c1	-28%
46	COCCN1CCOC[C@H]2CCN(C(=O)CCC3CCCC3)C[C@H]21	-5%
47	O=S(=O)(c1ccc(Cl)cc1Cl)n1ccnc1	6%
48	CCOc1ccc(/C=C(\C#N)C(=O)Nc2sc3c(c2C(=O)OC)CCC3)cc1OC	32%[activator]
49	CCS(=O)(=O)N1CCN(C2CCN(CCC(C)C)C2=O)CC1 (stereo not drawn)	-20%
50	CS(=O)(=O)N1C[C@H]2CCN(Cc3ccc(Cl)cc3F)C[C@H]21	7%
51	COc1cccc(Nc2n[nH]c(C(O)c3cccc(C(F)(F)F)c3)n2)c1 (stereo not drawn)	i
52	COc1ccc(OC)c(-c2nc(C(N)=O)c3c(n2)n(-c2ccc4c(c2)OCO4)c(=O)n3C)c1	-5%
53	CCOC(=O)c1ccc(NC(=O)Cn2nc3n(c2=O)CCCCC3)cc1	-9%
54	Cc1ccccc1C(=O)N(Cc1ccc(N(C)C)cc1)CC1CCCO1 (stereo not drawn)	-11%
55	O=C(NCCc1ccncc1)C1CN(C(=O)c2ccc(F)c(F)c2)CC12CCOCC2 (stereo not drawn)	-4%
56	O=C(Nc1ccc2oc(-c3cccc(Cl)c3Cl)nc2c1)c1cccc(Br)c1	u
57	O=C1N2CCCC2CN1C1CCN(Cc2ccc3ccccc3c2)CC1 (stereo not drawn)	-13%
58	N#Cc1ccc(S(=O)(=O)N2CCCC(CO)CCNC(=O)CC2)cc1 (stereo not drawn)	-25%
59	Cc1cc(C(=O)N[C@H](C)c2onc(-c3ccc(F)cc3)c2C(=O)O)nn1C	15%[44.1 µM]
60	COc1cc(OC)c(NC(c2nnc(-c3ccccc3)o2)c2ccc(F)cc2Cl)cc1Cl (stereo not drawn)	6.3µM*
61	CC(C)Oc1ccc(C(=O)N2C[C@@H]3CCN(C)C[C@]3(C(=O)O)C2)cc1	-26%
62	CC(O)c1cc2n(n1)CCN(CCS(=O)(=O)c1ccccc1)C2 (stereo not drawn)	-8%
63	Cc1ccc(C(=O)COC(=O)C(Cc2c[nH]c3ccccc23)NC(=O)c2ccc(C(C)(C)C)cc2)cc1 (stereo not drawn)	40%[activator]
64	Cc1noc([C@@H]2CN(C(=O)c3ccnn3C)C[C@H]2COCC2CC2)n1	21%
65	COc1ccccc1Cc1nccc(C2(c3ccccc3Cl)CCNCC2)n1	8.9µM*
66	O=C(Cn1nc2c(cc1=O)CCCC2)NC1CCCc2c1[nH]c1ccccc21 (stereo not drawn)	3%
67	CC1=C(c2ccc(C(C)C)cc2)S(=O)(=O)N=C1N1CCC(C(=O)NCc2ccccc2)CC1	0%
68	CC(C)NC(=O)c1ccccc1OCC1CCCN(C2CCC2)C1 (stereo not drawn)	i
69	Cc1ccc(CSc2nc(=O)c3c(n2C)NC(=O)CC3c2ccc(OC(C)C)cc2)cc1 (stereo not drawn)	u
70	CC(C)c1ccc(NC(=O)c2cc3c(=O)oc4ccccc4c3s2)cc1	15%
71	C[C@@H](NCc1ccc(F)cc1)c1onc(-c2ccc(Cl)cc2)c1C(=O)O	15%[44.1 µM]
72	O=C(Nc1ccc(F)c(F)c1)N1CCc2c(c3ccccc3n2CC2CC2)C1	-14%
73	COc1ccc(OC)c(CCNC(=O)CCCn2c(=O)c3cccn3c3ccccc32)c1	i
74	O=C1NC2(Cc3ccccc31)CN(Cc1ccncc1)C2	42%[activator][44.1 µM]
75	COCCNC(=O)c1cc(-c2ccccc2F)cc2c1OCCN2Cc1cccnc1	-8%[44.1 µM]
76	COc1ccc(-c2noc(-c3cccn3CC(=O)Nc3cc(C)ccc3C)n2)cc1F	u
77	Cc1cccc(-n2ncc3c(Nc4ccc(C)c(Cl)c4)ncnc32)c1	4%
78	COc1cc(OC)c(NS(=O)(=O)c2c(C(=O)N3CCCCCC3)c(C)n(C)c2C)cc1Cl	2%
79	Cc1ccc(S(=O)(=O)N(C)CC2CCOC2)cc1F (stereo not drawn)	21%[5.79 µM]
80	Cc1cccc(-c2nc3scc(CCNS(=O)(=O)c4ccc(Oc5ccccc5)cc4)n3n2)c1	u
81	COc1ccccc1NC(=O)Cn1c(=O)n(Cc2ccccc2)c(=O)c2ccccc21	u
82	CO[C@H]1C(=O)N(C(C)C)[C@H]1C1CCN(S(=O)(=O)Cc2ccccc2F)CC1	17%
83	COc1ccc(Nc2ncnc3c2cnn3-c2cc(Cl)ccc2C)cc1OC	i
84	CN(C(=O)CSc1nc2ccccc2n1Cc1cccc(C(F)(F)F)c1)c1ccccc1	u
85	COc1ccccc1Nc1cnc2ccc(-c3ccc(F)cc3)nn12	u
86	CO[C@H]1[C@H](NC(=O)Cc2cccc(C)c2)c2ccccc2C12CCNCC2	0%
87	COCCOC1CCN(C(=O)C2(c3ccccc3)CC2)CC1	79%[activator]
88	COc1cc(OC)c(CN2CCCCCC2c2ccco2)c(OC)c1 (stereo not drawn)	u
89	Cc1ncsc1CN1CC(N(C2CCOCC2)S(C)(=O)=O)C1	-14%
90	CCc1cccc(NC(=O)Cn2c(=O)n(CCC(=O)NCc3ccccc3Cl)c(=O)c3sccc32)c1	17%

Next part
No.	Structure	Pf Dd2 inh
91	O=C1Nc2ccc(-c3ccc(Cl)cc3)cc2C(=O)N2CCN(C(=O)c3ccccc3)C[C@H]12	u
92	CCC1CN(C(=O)c2ccc3nc(-c4ccccc4)cn3c2)CCN1C(C)C (stereo not drawn)	u
93	O[C@@H]1C[C@@H](c2nc(-c3ccccc3)no2)N(Cc2ccncc2)C1	i
94	Cc1nc(C(=O)N2CC[C@H](NS(=O)(=O)c3cccs3)C[C@H]2C(=O)N[C@H](Cc2c[nH]c3ccccc23)C(N)=O)cs1	-22%
95	CCOc1ccccc1NC(=O)CC1CCCN(c2cnn(CCOC)c(=O)c2)C1 (stereo not drawn)	u
96	Cc1noc(C)c1-c1cc2cc(C(C)C)oc2c(NC(C)C)n1	-10%[44.1 µM]
97	CCOc1ccc(C(=O)N(Cc2ccc(C(C)C)cc2)Cc2ccco2)cc1	7%
98	CCN1C(=O)Cc2ccccc2C1C(=O)NCc1ccc(Cl)cc1 (stereo not drawn)	-5%
99	COc1cc(NC(=O)C(CC(C)C)NS(=O)(=O)c2ccc3c(c2)CCCC(=O)N3)cc(OC)c1 (stereo not drawn)	1%
100	O=[S+]([O-])(c1ccc(Cl)cc1)c1nnn2c1nc(N1CCC(F)CC1)c1ccccc12	u
101	COc1ccccc1NC(=O)C(C)Sc1nnc2ccc3ccccc3n12 (stereo not drawn)	-22%
102	CN(Cc1ccccc1C(F)(F)F)C1CCCc2ccccc21 (stereo not drawn)	-5%[44.1 µM]
103	COc1cccc(CN2CCn3c(nnc3[C@@H]3C[C@@H](O)CN3Cc3ccccc3)C2)c1	i
104	Cc1cn2nc(C(=O)N3CCN(C(=O)c4ccco4)CC3)cc2c(N2CCCC2)n1	i
105	Cc1cccc(-c2nc(CSCC(=O)NCCc3ccc(Cl)cc3)c(C)o2)c1	u
106	O=C(c1cccnc1)N1CCn2ncc(C(=O)N3CCOCC3)c2C1	28%
107	O=C(NC1CCCN(c2nc3ncccc3o2)C1)c1ccccc1F (stereo not drawn)	i
108	O=C(NCc1c[nH]c2ncccc12)c1ccccn1	-16%[44.1 µM]
109	Cc1cccc(OCC(=O)NCCn2cccc2-c2nc(-c3ccc4c(c3)OCO4)no2)c1	i

Molecules listed so far containing a cyano group (5):
No.	Structure	Pf Dd2 inh
14	N#Cc1cccc(NC(=O)O[C@@H]2CO[C@H]3[C@@H]2OC[C@@H]3n2nnnc2-c2ccc(-c3ccccc3)cc2)c1	2%
24	N#Cc1ccc(S(=O)(=O)N2CCCCCCNC(=O)CC2c2ccccc2)cc1 (stereo not drawn)	u
28	COCc1noc([C@@H]2CC(F)(F)CN2C(=O)c2cccc(C#N)c2)n1	13%
48	CCOc1ccc(/C=C(\C#N)C(=O)Nc2sc3c(c2C(=O)OC)CCC3)cc1OC	32%[activator]
58	N#Cc1ccc(S(=O)(=O)N2CCCC(CO)CCNC(=O)CC2)cc1 (stereo not drawn)	-25%
